Screening data from PubChem BioAssay.
TDP1 block = qHTS Assay for Inhibitors of Tyrosyl-DNA Phosphodiesterase (TDP1). Tyrosyl-DNA phosphodiesterase 1 (Homo sapiens), Q9NUW8. recombinant TDP1, AlphaScreen DNA substrate cleavage. Potency, µM (series often up to 130 µM), for the others: at the top dose activity change, negative = inhibition, most hits filed as inhibitors. actives 0.28% (n = 350,000); further: nearly all actives have a fitted effect of over 40% in size
Target sequence (Q9NUW8 whole entry, looked up): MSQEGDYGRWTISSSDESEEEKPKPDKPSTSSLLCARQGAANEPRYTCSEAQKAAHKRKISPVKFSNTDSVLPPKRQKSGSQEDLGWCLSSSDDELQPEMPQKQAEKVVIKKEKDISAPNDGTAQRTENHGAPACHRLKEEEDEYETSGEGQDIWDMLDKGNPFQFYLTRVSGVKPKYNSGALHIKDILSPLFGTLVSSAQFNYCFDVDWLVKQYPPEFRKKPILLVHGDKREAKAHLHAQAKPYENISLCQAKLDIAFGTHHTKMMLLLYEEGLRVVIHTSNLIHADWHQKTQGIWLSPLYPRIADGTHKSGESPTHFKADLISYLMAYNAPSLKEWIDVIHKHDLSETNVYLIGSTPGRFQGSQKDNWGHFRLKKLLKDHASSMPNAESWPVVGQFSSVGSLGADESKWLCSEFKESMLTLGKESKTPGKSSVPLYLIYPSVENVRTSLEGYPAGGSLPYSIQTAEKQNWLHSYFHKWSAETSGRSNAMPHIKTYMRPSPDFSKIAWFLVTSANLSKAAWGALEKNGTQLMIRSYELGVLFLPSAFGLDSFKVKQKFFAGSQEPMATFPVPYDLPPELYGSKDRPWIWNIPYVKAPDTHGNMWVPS
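Recombinant E. coli-expressed Tdp1 (1 nM) preincubated with compound 15 min at RT, then 5'-biotin/3'-phosphotyrosine-FITC DNA substrate (15 nM) added for 5 min. AlphaScreen beads (10 ug/ml) added, 10 min RT; tyrosine-FITC cleavage read as signal loss.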
DT40 TDP1 no CPT = qHTS for Inhibitors of human tyrosyl-DNA phosphodiesterase 1 (TDP1): qHTS in cells in absence of CPT; DT40 Tdp1-/- hTDP1 cells, no CPT, ATP luminescence, 48 h; AID 686978, 2013; actives 15% (n = 420,000); Potency, µM (highest dose often 46.2 µM), for the others: at the highest dose activity change, negative = growth inhibition, usual class: inhibitors; further: nearly all actives have a fitted effect of over 55% in size
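Chicken DT40 Tdp1-/- cells stably complemented with human TDP1 were seeded at 400 cells/well with DMSO in place of 20 nM camptothecin. After compound pinning, cells grew at least 48 hr at 37 °C; viability read by CellTiter-Glo luminescence.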
TDP1 cell CPT = qHTS for Inhibitors of human tyrosyl-DNA phosphodiesterase 1 (TDP1): qHTS in cells in presence of CPT; actives 12% (n = 420,000); AID 686979, 2013; chicken DT40 Tdp1-/-;hTDP1 cells + 20 nM CPT, ATP luminescence, 48 h; Potency, µM (top dose mostly 46.2 µM), for the others: at the top dose activity change, negative = growth inhibition, usual class: inhibitors; further: nearly all actives have a fitted effect of over 55% in size
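Chicken DT40 Tdp1-/- cells stably complemented with human TDP1 were seeded at 400 cells/well in medium containing 20 nM camptothecin, exposed to pin-transferred compounds, and grown at 37 °C for at least 48 hr. Viability was read as ATP luminescence.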
* = called active by the depositor; ? = inconclusive; . = not tested or not shown; [ ] = another dose, or the depositor's remark. The call rests on the fitted dose curve; in most records, active means well fitted curve in the direction sought with a large enough effect; inconclusive means small, poorly fitted or top-dose-only effect, or another doubt; inactive means no such curve, though single readings can be large; an effect the other way counts as inactive or inconclusive. On the % scale 0 is the no-effect control and ±100 the full control effect; potency means the concentration at half of the fitted maximal effect. An unsorted share of the library. About 18% of those tested had a hit in this group.

SMILES | TDP1 block | DT40 TDP1 no CPT | TDP1 cell CPT
CN1C(=O)Cc2cc(S(=O)(=O)CCC(=O)N3CCN(c4ccc(Cl)cc4)CC3)ccc21 | 3% | 15µM* | 21µM*
O=C(Nc1ccc(-c2cn3cccnc3n2)cc1)c1cc(Br)ccc1Cl | 1% | ? | ?
COC(=O)c1cc(=O)n(-c2c(Cl)cc(C(F)(F)F)cc2Cl)[nH]1 | -3% | -2% | 7%
Cc1nnc(SCc2cc(=O)[nH]c(N3CCN(Cc4ccccc4)CC3)n2)s1 | 2% | -3% | 1%
Cc1cc(C)nc(SCC(=O)c2ccc(F)cc2F)n1 | . | -10% | -13%
Cc1ccc(OCCCCNC(C)c2ccccc2)c(C)c1 (configuration not stated) | . | ? | ?
COc1cccc(C(=O)NCc2nnc(SCC(=O)Nc3nccs3)n2-c2ccccc2)c1 | 5% | -18% | -21%
O=C(Cc1csc(-c2ccccc2)n1)NCc1cccs1 | 5% | -7% | 4%
CC(c1ccccc1)n1c(-c2ccc(Cl)cc2)n[nH]c1=S (configuration not stated) | 5% | ? | ?
O=C(COc1cc2oc(=O)c3c(c2cc1Cl)CCC3)N1C[C@H]2C[C@@H](C1)c1cccc(=O)n1C2 | . | 1% | -10%
CC(C)(C)c1ccc(S(=O)(=O)N2CCC(NC(=O)c3ccco3)CC2)cc1 | . | -14% | 13%
O=C(Nc1cc(Cl)ccc1Oc1ccccc1)C1=COCCO1 | -4% | ? | -29%
O=C(NCCN1CCNCC1)c1ccccc1O | . | ? | ?
c1ccc(Nc2ccc3c4c(cccc24)CC3)cc1 | -2%[56.1 µM] | -30% | -27%
Clc1cccc(N2CCN(c3ncnc4c3nc3n4CCCCC3)CC2)c1 | 6% | 10µM* | 15µM*
COc1ccccc1N1CCN(CC(=O)Nc2ccc(Cl)c(C(F)(F)F)c2)CC1 | -3% | ? | 21µM*
Cc1cc(N2CC(C(=O)Nc3nccs3)CC2=O)ccc1C(C)C (configuration not stated) | 3% | -20% | -23%
COc1ccc(NC(=O)c2ccccc2-c2ccccc2)c(C)c1 | 0% | ? | ?
COc1ccccc1Cc1nc2ccccc2nc1SCC(=O)N(C)c1ccc(F)cc1 | 0% | ? | ?
CCOC(=O)c1noc2ncnc(N3CCN(c4cccc(C(F)(F)F)c4)CC3)c12 | 5% | 13µM* | 16µM*
Clc1cccc(-c2ccnc3nc(-n4cccc4)nn23)c1 | 2% | -3% | ?
Cc1ccc(Sc2sc(=O)n(C)c2S(=O)(=O)c2ccc(C)cc2)cc1 | -3% | 21µM* | ?
O=C1NC[C@H](Cc2ccc(O)cc2)N(C[C@@H]2CCCN2C[C@H](Cc2ccc(O)cc2)N2C[C@H](Cc3ccccc3)N(CCc3ccccc3)C(=O)C2=O)C1=O | . | ? | ?
CSCC[C@H](NC(=O)[C@@H]1Cc2ccccc2CN1)C(=O)NC1CCCCC1 | 8% | -15% | -13%
CCOC(=O)/C(=N\Nc1ccc(C(C)=O)cc1)c1csc(Nc2ccccc2)n1 | 3% | 10µM* | ?

Three entries from above, with two lines to a compound.
Sequence of screens: TDP1 block, DT40 TDP1 no CPT, TDP1 cell CPT
Clc1cccc(-c2ccnc3nc(-n4cccc4)nn23)c1
  2%, -3%, ?
c1ccc(Nc2ccc3c4c(cccc24)CC3)cc1
  -2%[56.1 µM], -30%, -27%
COc1ccccc1N1CCN(CC(=O)Nc2ccc(Cl)c(C(F)(F)F)c2)CC1
  -3%, ?, 21µM*

The list continues:
SMILES | TDP1 block | DT40 TDP1 no CPT | TDP1 cell CPT
COc1ccccc1-n1c(COc2ccccc2-c2ccccc2)nnc1SCC(=O)c1c(N)n(C)c(=O)n(C)c1=O | -1% | -24% | 1%
Cc1cccc(C(=O)NCC(=O)OCCOc2ccccc2Cl)c1 | . | 2% | ?
CN(C)C(=O)Nc1ccccc1CC[N+](=O)[O-] | 3% | -13% | 15%
NS(=O)(=O)c1ccc(N/N=C/c2ccccc2Br)cc1 | 5% | -21% | -3%
CCOC(=O)c1cc2sc(C)cc2n1CC(=O)Nc1ccc2c(c1)OCCO2 | 0% | -26% | -29%
Cc1cccc(CNC(=O)CN2C(=O)CCCc3ccccc32)c1 | -1% | -9% | -26%
COc1ccc(CCNc2nc(C)nc3c2nnn3Cc2ccccc2)cc1OC | 3% | ? | ?
O=C(CCn1c2c(c3ccccc31)CCCC2)NNC(=O)c1ccccc1Cl | 6% | ? | ?
CCOC(=O)Nc1ccc(S(=O)(=O)Nc2nccc(C)n2)cc1 | 2% | 10% | -12%
CCc1ccc(Oc2cc(Cl)nc(N)n2)cc1 | -1% | ? | ?
N#Cc1ccccc1NC(=O)COC(=O)CCc1ccccc1 | -1% | -7% | -2%
Cc1ccc(C(O)c2ccc(-n3ccnc3)cc2)cc1 (configuration not stated) | . | 15µM* | ?
Cc1cccc(N(C(=O)Nc2ccc(Cl)cc2)C2=NCC(C)S2)n1 (configuration not stated) | -3% | 0% | 1%
CCOc1ccc(/C=C/C(=O)c2cccs2)cc1 | -9%[56.1 µM] | ? | 27µM*
CCn1c(SCC(=O)Nc2ccc(C(C)=O)cc2)nc2nc3c(cc2c1=O)CCCC3 | 2% | ? | ?
O=P(c1cccs1)(c1cccs1)c1cccs1 | 4% | -1% | -18%
CCc1ccc(-c2nn(CC(=O)Nc3ccccc3C)c3c2cnc2ccc(C)cc23)cc1 | 3% | 14% | -1%
CCC(C)[C@H](NC(=O)OC(C)(C)C)c1nnc(SCc2c(C)[nH]c(=O)[nH]c2=O)o1 (some centres not stated) | 3% | ? | -15%
O=C(COC(=O)Cc1ccsc1)Nc1ccc(Br)cc1F | -7% | 1% | -8%
COc1ccc(CCNC(=O)COC(=O)Cc2c[nH]c3ccccc23)cc1OC | 2% | -28% | ?
Cn1cccc1C(=O)N1CCC2(CCCN(c3ccc(-c4ccccc4)cc3)C2)CC1 | . | ? | ?
CC(SCC(=O)O)c1nc2ccccc2[nH]1 (configuration not stated) | . | -2% | -12%
COc1ccc(NC(=O)Cc2nnc(SCC(=O)Nc3cc(C)ccc3OC)n2C)cc1 | -1% | -17% | -12%
COc1cccc(CN2CCc3nc(Nc4ccc5c(c4)OCCO5)ncc3C2)c1 | 14% | ? | ?
C[C@H](CO)N1C[C@H](C)[C@H](CN(C)Cc2ccccc2)Oc2ncc(Br)cc2C1=O | . | -23% | -12%

A different layout for some results above.
structure,TDP1 block,DT40 TDP1 no CPT,TDP1 cell CPT
Cc1cccc(CNC(=O)CN2C(=O)CCCc3ccccc32)c1,-1%,-9%,-26%
CN(C)C(=O)Nc1ccccc1CC[N+](=O)[O-],3%,-13%,15%
COc1ccc(NC(=O)Cc2nnc(SCC(=O)Nc3cc(C)ccc3OC)n2C)cc1,-1%,-17%,-12%
O=C(COC(=O)Cc1ccsc1)Nc1ccc(Br)cc1F,-7%,1%,-8%

Full records, looked up by structure. Values in the order: TDP1 block | DT40 TDP1 no CPT | TDP1 cell CPT
Profile of Cc1cccc(N(C(=O)Nc2ccc(Cl)cc2)C2=NCC(C)S2)n1 (configuration not stated) → -3% | 0% | 1%
Profile of COc1cccc(CN2CCc3nc(Nc4ccc5c(c4)OCCO5)ncc3C2)c1 → 14% | ? | ?
Profile of CCOc1ccc(/C=C/C(=O)c2cccs2)cc1 → -9%[56.1 µM] | ? | 27µM*
Profile of CC(SCC(=O)O)c1nc2ccccc2[nH]1 (configuration not stated) → . | -2% | -12%

More entries:
SMILES | TDP1 block | DT40 TDP1 no CPT | TDP1 cell CPT
Cn1ncc2nc(SCC(=O)Nc3ccc(Br)cc3F)n(Cc3ccccc3)c(=O)c21 | -5% | ? | ?
COc1ccc(/C=C/C(=O)OCC(=O)NC2CCCCCC2)cc1 | . | ? | -29%
O=C(Nc1c(C(=O)Nc2cccc(F)c2)oc2ccccc12)c1ccc2c(c1)OCO2 | -3% | -25% | ?
O=C(CN1CCOc2ccccc21)N1CCN(c2cccc(Cl)c2)CC1 | . | 29µM* | ?
OCCC1CN(Cc2cccs2)CCN1Cc1ccccc1 (configuration not stated) | 5% | 0% | 8%
CN(C)c1oc(-c2ccccc2Cl)nc1S(=O)(=O)c1ccccc1 | 9% | 21µM* | ?
Cn1cc(-c2ccc(C(=O)NCc3cccc(Cl)c3)c3occc23)cn1 | . | ? | ?
CCCN(CCC)CCCNC(=O)C1CCC(CNS(=O)(=O)c2ccc(NC(C)=O)cc2)CC1 (configuration not stated) | 3% | -13% | 10%
Cc1cccc(N(C)c2cc(-c3ccc(F)cc3)nc3ccnn23)c1 | . | -26% | ?
Fc1ccc(CSc2ccc3nnc(-c4ccccn4)n3n2)cc1 | 6% | ? | -14%
CCOc1ccc(C(=O)CCC(=O)NCC(=O)Nc2ccc(F)c(F)c2F)cc1 | . | -17% | -8%
S=C(NCCC1=CCCCC1)Nc1ccc(Cl)cc1 | 5% | 21µM* | 23µM*
COc1ccc2c(c1)C(=O)N(CCc1ccc(S(=O)(=O)NC(=O)NC3CCCCC3)cc1)C(=O)C2(C)C | 5% | 17% | 1%
O=C(N/N=C/c1coc2ccccc2c1=O)c1cn(-c2ccccc2)nc1-c1ccc(F)cc1 | 8% | ? | ?
CNc1ncnc2c1ncn2[C@H]1CN(Cc2ccc(F)cc2)C[C@@H](CO)O1 | . | -24% | -26%
COc1cccc(C2=NN(C(=O)c3ccco3)C(O)(C(F)(F)F)C2)c1 (configuration not stated) | -2% | ? | -3%
COc1ccc(OC)c(NC(=O)CNC(=O)Cn2c(C)cc3ccccc3c2=O)c1 | -2% | -18% | -21%
COc1ccc(NC(=O)CN(C)CC(=O)NCc2ccc(C)cc2)cc1 | 0% | ? | -8%
COc1ccc(OC)c(CNC(=O)c2cc3c(=O)oc4ccc(C)cc4c3s2)c1 | -2% | ? | ?
NNC(=O)COc1cccc(C(F)(F)F)c1 | 5% | -4% | -2%
COc1ccccc1N1CCN(C2CC(=O)N(c3cccc(Cl)c3)C2=O)CC1 (configuration not stated) | . | 6% | -5%
CN(CCC#N)C(=O)COC(=O)c1ccccc1C(=O)c1ccc(Cl)c([N+](=O)[O-])c1 | -2% | ? | 16µM*
NS(=O)(=O)c1cccc(NC(=O)COC(=O)CCc2ccccc2)c1 | 2%[0.0935 µM] | -5% | 3%
Fc1ccc(-c2cn3cc(C(F)(F)F)cc(Cl)c3n2)cc1 | 4% | -29% | -2%
COc1ccc(C(=O)Nc2ccc(Cl)cc2C(=O)NCCN2CCOCC2)cc1 | 0% | -29% | -23%

(continued)
SMILES | TDP1 block | DT40 TDP1 no CPT | TDP1 cell CPT
Cc1cc(C)c(S(=O)(=O)NCC23C=CC(O2)C2C(=O)N(c4ccccc4)C(=O)C23)c(C)c1 (configuration not stated) | 6% | ? | ?
COc1cc(OC)cc(C(=O)NCCc2cnc[nH]2)c1 | . | -2% | ?
CC(C)(O)C#CC#CCN1CCOCC1 | 0% | 3% | 6%
CC(=O)N1CCCc2ccc(NS(=O)(=O)c3ccc(F)cc3F)cc21 | -1% | -14% | 3%
Cc1ccc(O)c(CNc2cnc3ccccc3c2)c1 | . | ? | -20%
Cn1nc(C(=O)Nc2sccc2C(N)=O)ccc1=O | -7% | -9% | -13%
CCCS(=O)(=O)N1CCC(N2CCN(Cc3ccc(F)cc3)C(=O)C2=O)CC1 | -1% | 0% | -5%
COc1ccc(OC)c(-c2cc(C(=O)NC(C)c3ccccc3)no2)c1 (configuration not stated) | 3% | 4.1µM* | 4.1µM*

A draw from above in order of count of non-hydrogen atoms, ascending:
SMILES | TDP1 block | DT40 TDP1 no CPT | TDP1 cell CPT
Cc1ccc(C(O)c2ccc(-n3ccnc3)cc2)cc1 (configuration not stated) | . | 15µM* | ?
Cc1cc(N2CC(C(=O)Nc3nccs3)CC2=O)ccc1C(C)C (configuration not stated) | 3% | -20% | -23%
CN1C(=O)Cc2cc(S(=O)(=O)CCC(=O)N3CCN(c4ccc(Cl)cc4)CC3)ccc21 | 3% | 15µM* | 21µM*
